Screening data: PubChem, PCMD
Yeast growth tox: yeast growth toxicity, wild-type and mutant, primary screen, cytotoxicity control for eIF2B function restoration project, wild-type and eIF2Bepsilon R284H mutant, A595; S. cerevisiae wild-type growth, A595 turbidity, 16 h; growth inhibition, % at 25 µM (by protocol); 30,000 tested, 0.3% active; AID 685, 2007;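 active = mutant and wild-type yeast strains alike exhibit over 30% growth inhibition; inconclusive = a strain exceeds 50% while the second remains under 30%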;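 note: 0% = untreated cell controls and 100% = YPD media blanks without cells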
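Incubation: 16 h growth with compound, 30 °C; Material: S. cerevisiae wild-type or eIF2Bepsilon-R284H mutant strain; Signal: turbidity measured as absorbance at 595 nm; Medium: YPD yeast growth medium; Measure: growth inhibition (%) versus cell controls and blanks; Doses: 25 µM single dose.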
eIF2B yeast act: GCN4-lacZ reporter reduction in eIF2B-epsilon mutant yeast, primary screen, S. cerevisiae, eIF2B-epsilon R284H, Beta-Glo luminescence | inhibition, % at 25 µM (by protocol) | 27,000 tested, 0.91% active | AID 688, 2007;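 active = mutant luminescence inhibited past about 50% while wild type luminescence and mutant growth stay under set limits, limit read from the data; inconclusive = mutant versus wild type luminescence inhibition gap past a set limit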; note: some compounds called inactive have numbers as strong as hits
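Times: 16 h growth with compound at 30 °C, 90 min Beta-Glo step; Assay system: yeast eIF2B-epsilon R284H mutant carrying GCN4–beta-galactosidase fusion; Measure: % inhibition of reporter signal and growth versus controls; Dosing: one concentration, 25 µM, 0.25% DMSO; Buffer or medium: YPD yeast growth medium; Measured by: Beta-Glo luminescence plus absorbance at 595 nm.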
Yeast growth tox inhibition %: recorded beside Yeast growth tox, whose call it bears; growth inhibition, %; S. cerevisiae eIF2Bepsilon-R284H mutant growth, A595 turbidity, 16 h;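 each compound tested once at 25 µM; 0% equals untreated cells and 100% equals cell-free medium blanks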
eIF2B yeast act mutant toxicity: second read-out of eIF2B yeast act, no call of its own (marks repeat the call); growth inhibition, %; measured here: mutant yeast growth, toxicity;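 each compound tested once at 25 µM; zero equals untreated control growth and 100 equals blank medium absorbance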
An asterisk follows results filed as active; ? = inconclusive; . = no result given. The list is partial; the hit share may differ from the screen's.

SMILES	Yeast growth tox	Yeast growth tox inhibition %	eIF2B yeast act	eIF2B yeast act mutant toxicity
C=CCC1c2cccc(C(=O)O)c2C(=O)N1c1ccc(Cl)cc1 (centres undefined)	1	5	.	.
c1csc(-c2nc(-c3ccncc3)no2)c1	14	6	2	6
CCOC(=O)c1cnc(-n2nc(C)cc2C)nc1N(C)C	-6	7	-1	7
CCN(C(=O)c1cnc(N2CCN(c3ncccn3)CC2)c2ccccc12)c1cccc(Cl)c1	14	-4	16	-4
Cc1nc2sc(C(c3ccc(Br)cc3)N3CC(C)OC(C)C3)c(O)n2n1 (centres undefined)	0	0	-1	.
COc1ccc(C2C(C#N)=C(/N=C/N3CCN(C)CC3)OC3=C2C(=O)CC(C)(C)C3)cc1 (centres undefined)	-15	-3	48	-3
COC(=O)c1cc(OC)c(OC)cc1NC(=O)c1ccc(C)cc1	24	-18	.	.
COc1ccc(C2C(C#N)=C(SC)NC3=C2C(=O)CC(C)(C)C3)cc1 (centres undefined)	1	-3	-2	-3
Cc1ccc(S(=O)(=O)CCC(=O)N2CCc3ccccc32)cc1	6	3	.	.
COc1ccc(CCNC(=S)Nc2cc(C)ccc2C)cc1	25	33	23	33
Cc1cc(N2C(=O)C(=O)/C(=C(/O)c3ccccc3)C2c2cccs2)no1 (centres undefined)	-13	-14	19	-14
Cc1nn2c(c1-c1ccccc1)NC1=C(C(=O)CCC1)C2c1ccccc1 (centres undefined)	-2	-17	2	-17
CCCCC1(C)Nc2ccccc2-c2nc3ccccc3n21 (centres undefined)	28	0	19	.
Cc1ccc(-c2nnc(OCCN3CCOCC3)c3ccccc23)cc1	5	2	20	2
CC(C)n1c(N2CCN(C(=O)c3cccs3)CC2)nc2ccccc21	18	-19	18	-19
CCn1c(CNC(=O)COc2c(C)cccc2C)nnc1SCC(=O)Nc1nccs1	-21	-8	-27	-8
Cc1ccc(C(=O)NCC2CCCO2)cc1N1CCCC1=O (centres undefined)	14	10	20	10
Cc1sc2nc3ccc(N4CCCCC4)nn3c(=O)c2c1C	18	8	6	8
O=C1CC(c2ccccc2)Cc2nc3ncnn3cc21 (centres undefined)	9	-5	7	-5
O=C1CC(N2CCC(c3nc4ccccc4s3)CC2)C(=O)N1Cc1ccccc1 (centres undefined)	7	10	16	10
Cc1cc(S(=O)(=O)NC2CCCCC2)ccc1OCC(=O)NCc1ccccn1	-3	29	9	29
O=S(=O)(Nc1nc2c(s1)CCCC2)c1ccc(F)cc1	3	23	.	.
Nc1ccc2c(c1)N1CCN=C1S2	4	8	19	8
O=C1CN(C(=O)c2ccc(Br)o2)C(c2ccc(F)cc2)c2cc(F)ccc2N1 (centres undefined)	-3	0	-14	.
COc1cc(C)c(Cl)cc1S(=O)(=O)NCc1ccncc1	14	13	12	13
O=c1c2cc(Cl)ccc2oc2nc3n(c(=O)c12)CCCS3	12	-4	15	-4
CCOC(=O)c1ccccc1NC(=O)N1CCn2c(C)ccc2C1CC (centres undefined)	-6	21	29	21
N#C/C(C(=O)NCc1ccco1)=C1/SC(Cc2ccc(Cl)cc2)C(=O)N1c1ccccc1 (centres undefined)	16	8	4	8
Cc1c(C(=O)/C=C/c2cccs2)oc2ccc(F)cc12	14	5	-40	5
CCOc1cc(-c2nc(-c3ccccc3OC)no2)cc(OCC)c1OCC	8	-7	2	-7
COC(=O)CSc1cc(C(=O)c2nccn2C)c2ccccc2n1	-15	9	24	9
CCN(CC)Cc1c(O)c(Cl)cc2c3c(c(=O)oc12)CCCC3	12	-10	24	-10
c1ccc(C2Nc3ccccc3-c3nc4ccccc4n32)cc1 (centres undefined)	10	-35	-6	-35
CN(Cc1cccs1)C(=O)CSc1nnnn1C	16	9	.	.
Cc1cccc(C)c1NC(=O)CSc1nnc(-c2ccoc2C)n1CCc1ccccc1	2	5	27	5
CCOC(=O)C1=C(C)NC2=C(C(=O)c3ccccc32)C1c1cccnc1 (centres undefined)	-17	-35	-16	-35
O=C1C(Cl)=C(NCC2CCCO2)C(=O)N1c1ccccc1 (centres undefined)	21	9	-27	9
CCOc1ccc(-c2nc(N)ncc2Oc2cccc(OC)c2)c(O)c1	8	0	25	.
Cc1ccc(C2=[N+]([O-])C3(CCCCC/C3=N\NC(N)=S)N(O)C2(C)C)o1 (centres undefined)	12	10	.	.
CC(OC(=O)c1nsc(Cl)c1Cl)C(=O)NC(C)(C)C (centres undefined)	20	0	.	.
CCNC(=O)c1ccccc1NC(=O)c1cccc(S(=O)(=O)N2CCOCC2)c1	17	12	26	12
COc1ccc(-c2c(NC(=O)C(C)C)n(C)c3ccccc3c2=O)cc1	1	-22	4	-22
COC(=O)COc1ccc(S(=O)(=O)NCc2ccco2)cc1Cl	13	5	10	5
CCc1ccc(CC)c(S(=O)(=O)Nc2ccc(O)c(C(=O)O)c2)c1	1	-10	-16	-10
COc1cccc(NC(=O)c2cccnc2)c1	-7	-4	29	-4
COc1ccc(Nc2ncnc3c2cnn3Cc2ccc(C)cc2)cc1	15	16	19	16
Cc1cc(=O)n2nc(N3CCCC(C(=O)NCCc4ccccc4)C3)sc2n1 (centres undefined)	3	-14	14	-14
COCCn1nnnc1CN1CCOCC1	-2	0	-20	.
CCOC(=O)N1CCC(N2CCN(S(=O)(=O)c3ccc(Cl)cc3)CC2)CC1	24	13	.	.
Cn1c(=O)c2c(nc(Oc3ccccc3)n2C)n(C)c1=O	0	8	18	8
O=C1NCC(O)=C1C=NC12CC3CC(CC(C3)C1)C2	29	7	18	7
CCC(C)(C(=O)NC1CCCCC1)N(Cc1ccco1)C(=O)c1ccc2c(c1)OCO2 (centres undefined)	-17	11	?	.
COc1ccc(-c2noc(COc3ccc4c(c3)OCO4)n2)cc1OC	.	.	25	.
Cc1coc2c(C)c3oc(=O)c4c(c3cc12)CCC4	-7	19	8	19
CN1C(=O)C(O)(C2OC(C)(C)CCC2=O)c2ccccc21 (centres undefined)	-5	8	.	.
CCC(=O)Nc1ccccc1Nc1cc(C#N)c(C#N)cc1[N+](=O)[O-]	14	23	12	23
Cc1ccc(S(=O)(=O)NC(C)C(=O)Nc2ccccc2C(=O)N2CCCC2)cc1 (centres undefined)	-8	5	-3	5
O=C(Nc1ccc(F)cc1)NC1(C(=O)NCc2ccc3c(c2)OCO3)CCCCC1	3	0	16	.
COc1cc(-c2nc3cnccn3c2Nc2ccc3c(c2)OCCO3)ccc1O	16	0	22	.
COc1ccccc1-c1nc(-c2cccc(C)c2)no1	-1	4	0	4

(continued)
SMILES	Yeast growth tox	Yeast growth tox inhibition %	eIF2B yeast act	eIF2B yeast act mutant toxicity
C=CCNC(=O)c1ccc(Cl)cc1Cl	0	15	21	15
CCOc1ccc(NS(=O)(=O)c2ccc(NS(=O)(=O)c3ccccc3)cc2)cc1	13	8	.	.
CCn1c(-c2cc(Cl)ccc2OC)n[nH]c1=S	-18	9	10	9
CSc1nc(N2CCOCC2)c2c3c(sc2n1)CCC3	3	4	-6	4
Cc1c(C(=O)O)sc2nc(C)n(C)c(=O)c12	9	5	-11	5
COc1cccc(C2CC(C(F)(F)F)n3nc(C(=O)NCc4cccnc4)cc3N2)c1 (centres undefined)	-13	10	-35	10
O=C(OCC#CCSc1nnc(-c2cccc3ccccc23)o1)c1ccco1	39	-14	15	-14
COCCCn1c(SCC(=O)Nc2ccc(NC(=O)c3ccco3)c(OC)c2)nc2ccccc2c1=O	-26	22	3	22
COC(=O)c1cc(=O)cc(C(=O)OC)o1	2	-10	-9	-10
O=C(CCC1CCCC1)N1CCN(C(=O)c2cccnc2)CC1	11	15	23	15
CC(C)(C)OC(=O)N1CCC[C@H]1c1nnc(SC/C=C/c2ccccc2)o1	3	-8	24	-8
COc1cccc(CN2CCCN(S(=O)(=O)c3ccc(Br)cc3)CC2)c1	-1	0	33	.

Given in markdown: part of the list above.
| mol | Yeast growth tox | Yeast growth tox inhibition % | eIF2B yeast act | eIF2B yeast act mutant toxicity |
| --- | --- | --- | --- | --- |
| Cn1c(=O)c2c(nc(Oc3ccccc3)n2C)n(C)c1=O | 0 | 8 | 18 | 8 |
| O=C1NCC(O)=C1C=NC12CC3CC(CC(C3)C1)C2 | 29 | 7 | 18 | 7 |
| CCC(C)(C(=O)NC1CCCCC1)N(Cc1ccco1)C(=O)c1ccc2c(c1)OCO2 (centres undefined) | -17 | 11 | ? | . |
| COc1ccc(-c2noc(COc3ccc4c(c3)OCO4)n2)cc1OC | . | . | 25 | . |
| Cc1coc2c(C)c3oc(=O)c4c(c3cc12)CCC4 | -7 | 19 | 8 | 19 |
| CN1C(=O)C(O)(C2OC(C)(C)CCC2=O)c2ccccc21 (centres undefined) | -5 | 8 | . | . |
| CCC(=O)Nc1ccccc1Nc1cc(C#N)c(C#N)cc1[N+](=O)[O-] | 14 | 23 | 12 | 23 |
| Cc1ccc(S(=O)(=O)NC(C)C(=O)Nc2ccccc2C(=O)N2CCCC2)cc1 (centres undefined) | -8 | 5 | -3 | 5 |
| O=C(Nc1ccc(F)cc1)NC1(C(=O)NCc2ccc3c(c2)OCO3)CCCCC1 | 3 | 0 | 16 | . |
| COc1cc(-c2nc3cnccn3c2Nc2ccc3c(c2)OCCO3)ccc1O | 16 | 0 | 22 | . |
| COc1ccccc1-c1nc(-c2cccc(C)c2)no1 | -1 | 4 | 0 | 4 |
| C=CCNC(=O)c1ccc(Cl)cc1Cl | 0 | 15 | 21 | 15 |
| CCOc1ccc(NS(=O)(=O)c2ccc(NS(=O)(=O)c3ccccc3)cc2)cc1 | 13 | 8 | . | . |
| CCn1c(-c2cc(Cl)ccc2OC)n[nH]c1=S | -18 | 9 | 10 | 9 |
| CSc1nc(N2CCOCC2)c2c3c(sc2n1)CCC3 | 3 | 4 | -6 | 4 |
| Cc1c(C(=O)O)sc2nc(C)n(C)c(=O)c12 | 9 | 5 | -11 | 5 |
| COc1cccc(C2CC(C(F)(F)F)n3nc(C(=O)NCc4cccnc4)cc3N2)c1 (centres undefined) | -13 | 10 | -35 | 10 |
| O=C(OCC#CCSc1nnc(-c2cccc3ccccc23)o1)c1ccco1 | 39 | -14 | 15 | -14 |
| COCCCn1c(SCC(=O)Nc2ccc(NC(=O)c3ccco3)c(OC)c2)nc2ccccc2c1=O | -26 | 22 | 3 | 22 |
| COC(=O)c1cc(=O)cc(C(=O)OC)o1 | 2 | -10 | -9 | -10 |

Next structures:
SMILES	Yeast growth tox	Yeast growth tox inhibition %	eIF2B yeast act	eIF2B yeast act mutant toxicity
CCn1c(CSc2nc3ccccc3s2)nnc1SCC(=O)NCC(=O)OC	22	12	12	12
CCCC12CN3CC(C)(CN(C1)C3c1ccc3c(c1)OCO3)C2=O (centres undefined)	-20	-7	31	-7
C1CCN(c2nc(N3CCCC3)nc(N3CCNCC3)n2)C1	5	8	21	8
COc1cc(OC)c(C2=NOC(C(=O)Nc3c(C)nn(CC(=O)N4CCCC4)c3C)C2)cc1Cl (centres undefined)	12	5	17	5
CC(=C1C(=O)c2ccccc2C1=O)N1CCN(C/C=C/c2ccccc2)CC1	-13	-14	27	-14
COc1ccc(N(C(C)=O)S(=O)(=O)c2cccs2)cc1	3	5	-27	5
Cc1ccc(S(=O)(=O)Nc2cc(C(=O)O)ccc2N2CCCCC2)cc1	-6	-4	36	-4
